High-throughput results from PubChem BioAssay.
tim10-1 inh – inhibits growth of tim10-1 mutant yeast. inhibition, % at 20 µM. S. cerevisiae tim10-1 ts strain growth, BacTiter-Glo, 24 h. AID 463190. 330,000 compounds, 2.2% hits;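 active means inhibition of at least 40%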;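 further: mutant grown at 25 °C; 0% = DMSO wells with yeast and 100% = wells holding no yeast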
CXCR6 inh – inhibitors of human CXCR6 receptor; O00574; CHO-K1 PathHunter CXCR6 beta-arrestin, luminescence; inhibition, % at 20 µM; 360,000 compounds, 0.36% hits; AID 602244; in the data active means inhibition above about 34%, passing the limit was not always enough;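 further: antagonist mode with CXCL16 agonist at 10 nM final; 0% = 10 nM CXCL16 with DMSO and 100% = unstimulated wells without agonist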
Target sequence (O00574 whole entry, looked up): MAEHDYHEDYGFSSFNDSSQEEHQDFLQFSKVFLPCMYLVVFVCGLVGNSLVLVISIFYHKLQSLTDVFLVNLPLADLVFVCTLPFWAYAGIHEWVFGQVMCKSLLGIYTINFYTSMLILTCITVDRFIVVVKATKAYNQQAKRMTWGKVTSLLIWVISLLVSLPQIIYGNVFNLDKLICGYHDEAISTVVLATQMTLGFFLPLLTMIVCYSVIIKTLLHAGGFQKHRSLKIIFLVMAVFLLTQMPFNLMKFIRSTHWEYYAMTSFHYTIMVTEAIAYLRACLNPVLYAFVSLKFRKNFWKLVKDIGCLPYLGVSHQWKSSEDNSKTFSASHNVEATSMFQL
APJ antag – blocks the human apelin receptor APJ. P35414. AID 2521. CHO-K1 APJ beta-arrestin complementation, luminescence. 330,000 compounds, 0.32% hits. inhibition, % at 20 µM;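 active means inhibition above about 40% at 20 µM, limit read from the data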;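 further: cells challenged with 10 nM apelin-13 agonist together with compound; plate controls were apelin-13 plus DMSO wells for no effect and DMSO wells lacking apelin-13 for full effect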
Target sequence (P35414 whole entry, looked up): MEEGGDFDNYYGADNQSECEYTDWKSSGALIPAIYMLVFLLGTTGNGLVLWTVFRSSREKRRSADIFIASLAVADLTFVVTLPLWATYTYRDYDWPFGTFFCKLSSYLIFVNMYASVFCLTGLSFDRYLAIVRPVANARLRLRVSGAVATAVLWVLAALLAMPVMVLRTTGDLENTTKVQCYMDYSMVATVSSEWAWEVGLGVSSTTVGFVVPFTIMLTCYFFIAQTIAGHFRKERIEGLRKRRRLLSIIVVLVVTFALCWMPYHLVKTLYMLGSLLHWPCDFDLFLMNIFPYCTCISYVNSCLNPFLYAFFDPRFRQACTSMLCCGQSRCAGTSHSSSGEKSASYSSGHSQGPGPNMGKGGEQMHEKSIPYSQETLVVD
UPR XBP1 act – adaptive UPR (XBP1) activation; CHO-XBP1 luciferase reporter, IRE1-XBP1 UPR activation, luminescence; percent of tunicamycin response, DMSO as zero; activation, % at 20 µM; 330,000 compounds, 0.33% hits;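 active means versus positive control, 20 µM dose yields 30% or more activation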;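 further: 100% = tunicamycin at 10 µg/mL and 0% = DMSO only wells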
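Signal: luciferase luminescence; Assay system: CHO-XBP1 luciferase reporter cells; Amount: one thousand reporter cells per well; Dosing: 20 µM single concentration, DMSO 1%; Benchmarks: high control tunicamycin 10 µg/mL final, low control DMSO vehicle only; Schedule: 6 h compound exposure at 37 °C, 5% CO2; Evaluation: percent activation relative to tunicamycin reference.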
APJ ag – agonists of human APJ apelin receptor. 330,000 compounds, 0.11% hits. activation, % at 20 µM. CHO-K1 APJ PathHunter beta-arrestin, luminescence; 0% DMSO wells, 100% apelin. P35414;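 active means activation more than six SD over the plate average, tested at 20 µM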;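 further: 0% = DMSO alone and 100% = apelin-13 at 10 nM; some results filed as inactive read as strong as hits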
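Assay system: CHO-K1 cells stably expressing ProLink-tagged human APJ and arrestin–beta-gal acceptor. Compound dosing: 20 µM single point, 1% DMSO. Times: 16-18 h seeding, 90 min dark compound exposure, 60 min detection. Detection: beta-gal luminescence. Evaluation: APJ–arrestin association signal. Controls: negative DMSO alone, positive Apelin-13 at 10 nM.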
TIM10 inh – growth inhibitors of TIM10 yeast strain; S. cerevisiae TIM10 strain growth, BacTiter-Glo luminescence, 24 h; inhibition, % at 10 µM; 330,000 compounds, 1.4% hits; AID 463195;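 active means inhibition of 40% or more at the single tested concentration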;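 further: wild-type TIM10 isogenic control strain grown at permissive 25 °C; 0% = DMSO yeast wells and 100% = minimal medium wells without yeast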
Mdm2 MdmX PPI – human Mdm2/MdmX binding inhibition. inhibition, % at 8 µM. 330,000 compounds, 3% hits. AID 485346. SaOS-2 split-luciferase Mdm2/MdmX complementation, luminescence. O15151+Q00987;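 active means inhibition of at least 50% at 8 µM in the primary screen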
tim23-1 inh – growth inhibitors of tim23-1 mutant yeast; S. cerevisiae tim23-1 growth, BacTiter-Glo luminescence, 24 h; inhibition, % at 20 µM; 330,000 compounds, 1.3% hits; AID 463212;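 active means growth inhibition of the mutant yeast at or above 50%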;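 further: temperature-sensitive mutant grown at 25 °C; plate controls were DMSO-treated mutant yeast for no effect and medium wells lacking yeast for full effect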
UPR CHOP act – apoptotic UPR (CHOP) activation | CHO-CHOP luciferase reporter, luminescence; percent of tunicamycin response over DMSO baseline | activation, % at 10 µM | 330,000 compounds, 0.34% hits | AID 449763;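 active means at 10 µM dose, activation of 40% or more, normalized to positive control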;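 further: 100% = tunicamycin at 10 µg/mL and 0% = DMSO alone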
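Test system: CHO-CHOP cells, stable luciferase reporter of PERK-eIF2a-CHOP signalling | Quantity: 500 CHO-CHOP cells per well | Buffer or medium: F12 plus 10% serum | Compound dosing: 10 µM single point, 0.5% DMSO | Schedule: 6 h compound treatment, 37 °C | Signal: Luciferase luminescence | Control set: Tunicamycin high control, DMSO low control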
* = called active by the depositor. A portion of the library; rates above refer to the full screens.

SMILES	tim10-1 inh	CXCR6 inh	APJ antag	UPR XBP1 act	APJ ag	TIM10 inh	Mdm2 MdmX PPI	tim23-1 inh	UPR CHOP act
CCN1C(=NCC2CC2)N[C@@H](c2cccc(C(F)(F)F)c2)C(C(=O)OC)=C1C	6	14	26	-4	-8	-3	28	-7	-2.1
O=C(CC1C(=O)NCCN1CC1CCCCC1)NCc1ccc(Cl)cc1 (stereo not given)	20	1	4	4	1	18	8	16	-0.4
O=C(NCc1ccccc1)C(=O)NCC(c1ccco1)N1CCOCC1 (stereo not given)	0	0	14	-3	-3	-1	39	3	2.6
O=C(CNC(=O)c1ccco1)Nc1ccncc1	-16	11	3	-2	0	-14	-20	-10	0.3
CCOC(=O)/C(C#N)=C1/C=CN(Cc2ccccc2)C=N1	4	9	6	-3	-3	1	-4	10	0.9
CCOc1ccccc1NC(=O)COC(=O)C1CC(=O)N(c2c(C)cccc2C)C1 (stereo not given)	22	-3	3	2	1	7	13	10	1.0
COc1ccc(/C(O)=C2/C(=O)C(=O)N(c3nc(C)c(C)s3)C2c2ccco2)cc1 (stereo not given)	2	2	23	0	-3	-3	0	-4	-0.1
O=C(C1Cc2ccccc2CN1C(=O)c1ccccc1)N1CCN(c2ccccc2)CC1 (stereo not given)	22	9	-4	-5	-6	2	2	24	0.9
Clc1ccc(Nc2nc(-c3cccs3)cs2)nc1	45*	-2	15	-1	-4	26	-285	71*	1.6
O=C(CN1C(=O)c2ccccc2C1=O)Nc1ccccc1C(F)(F)F	2	2	4	-1	3	-9	24	1	2.1
Cc1csc(NC(=O)CSc2sc3c(O)cc(=O)[nH]c3c2C#N)n1	-18	-3	8	0	-3	8	3	-3	2.8
COCCCNC(=O)CN1C(=O)CSc2ccc(S(=O)(=O)N3CCOCC3)cc21	-4	-2	17	-3	-2	-10	12	-17	-1.7
CCOc1ccc(C(C)=O)cc1CN1C(=O)NC2(CCCCCC2)C1=O	21	0	1	-2	-4	1	2	18	0.3
COc1ccc(C2NC(=O)CCC2[N+](=O)[O-])c(OC)c1OC (stereo not given)	-3	-2	15	-6	-4	-4	13	9	-1.3
Cc1csc(=NC(=O)c2ccccc2)n1C	3	-5	1	1	-5	44*	-60	55*	7.8
O=C(NC(=S)NNC(=O)c1ccccc1F)c1cccnc1	-12	4	22	1	-1	9	18	-12	0.0
CCOC(=O)[C@H]1[C@H]2COc3ccc(OC)cc3[C@@H]2N2C(=O)c3ccc(F)cc3NC(=O)[C@@]12C	15	-4	2	0	-2	-2	18	0	-1.9
O=C1CCC(C(=O)OCC(=O)C23CC4CC(CC(C4)C2)C3)N1 (stereo not given)	6	-1	7	1	-1	-8	7	-5	-0.1
CC1(C)Cc2c(sc3c2c(=O)n(-c2ccc(Cl)cc2)c(=O)n3CC(N)=O)CO1	4	8	20	3	1	10	22	9	-2.0
COc1ccccc1C(=O)NNC(=S)NC(=O)c1cc(OC)c(OC)c(OC)c1	9	32	26	10	-5	13	49	-32	0.0
Cc1ccc(-c2nc3ncccc3o2)cc1N	-13	29	8	5	-1	9	-17	12	4.4
N#CCc1ccc(NC(=O)c2cc(S(=O)(=O)N3CCOCC3)ccc2Cl)cc1	14	1	1	-6	1	3	31	10	-1.5
O=Nc1c(-c2ccccc2)cc2ccccn12	50*	-2	11	-2	-4	49*	5	66*	3.2
Cc1nc2ccccc2c2nc(N)nn12	3	1	17	0	-1	3	23	2	-1.8
Cc1ccc(-n2nnnc2-c2cccnc2)cc1	11	-2	7	-3	-2	-10	1	3	-2.3

(listing goes on)
SMILES	tim10-1 inh	CXCR6 inh	APJ antag	UPR XBP1 act	APJ ag	TIM10 inh	Mdm2 MdmX PPI	tim23-1 inh	UPR CHOP act
CC1CCCC(NC(=O)COC(=O)c2sc3ccccc3c2Cl)C1C (stereo not given)	13	-4	1	0	1	-5	-5	12	1.6
CCN(CC)C(=O)CSc1nc(O)cc(=O)n1CC	3	-3	-33	1	-4	-6	-29	25	-1.9
O=C(CSc1nc(=O)n(CCCN2CCOCC2)c2c1CCCC2)Nc1cccc(F)c1	5	1	10	-4	-2	11	20	9	0.7
CC(C)OC(=O)CSc1ncnc2c1cnn2Cc1ccccc1	13	5	1	-2	-1	8	3	24	-0.4
Cc1cc(C)cc(-n2ncc3c2CCCC3NC(=O)C2(C(N)=O)CC2)c1 (stereo not given)	-7	-4	-7	-4	9	-4	4	-2	2.0
CN(Cc1ccccc1)S(=O)(=O)c1ccc(NC(=S)NC(=O)C2CCCCC2)cc1	9	33	5	-1	-4	12	44	11	3.8
CCN1CCN(C2=C(NS(=O)(=O)c3ccc(NC(C)=O)cc3)C(=O)c3ccccc3C2=O)CC1	12	-7	-75	1	5	8	47	4	10
CC(O)c1cccc(NC(=O)Nc2cccc(NC(=O)Nc3cccc(C(C)O)c3)c2)c1 (stereo not given)	-25	-3	-1	-4	-2	0	34	3	0.1
O=C(COC(=O)c1cnccn1)NCCc1ccc(Cl)cc1	-2	3	12	2	-1	4	17	2	1.5
CCC(C)Nc1nc2c(c(=O)n(C)c(=O)n2C)n1C (stereo not given)	-14	-8	-8	1	-4	-6	16	-2	-0.8
Cc1oc(-c2cccs2)nc1CN1CCN(CCC(C)C)C(CCO)C1 (stereo not given)	13	6	-3	-2	2	0	2	4	-0.4
CCOC(=O)C1=C(CNCc2ccc(C)cc2)NC(=O)NC1c1ccc(OC)cc1 (stereo not given)	27	-6	0	0	-1	16	14	17	-0.8
Cc1ccc(-c2csc(=S)n2CC(=O)OCC(=O)NCc2ccco2)cc1	41*	-12	-1	-1	0	6	7	22	-1.3
O=C1CC(N2CCN(c3ccccc3O)CC2)C(=O)N1Cc1ccccc1 (stereo not given)	23	0	12	-4	1	-1	19	4	-0.8
COc1ccc(C(=O)OCC(=O)c2c(N)n(C)c(=O)n(C)c2=O)c(OC)c1OC	17	-2	-4	3	-3	12	-26	13	-0.5
CCn1nc(C)c(CN2CCN(Cc3ccsc3)C(CCO)C2)c1C (stereo not given)	3	-6	4	-4	-3	1	-4	4	0.5
Cc1ccc(N=C2SC(C(=O)O)CC(=O)N2C)cc1C (stereo not given)	-13	-10	8	-2	-6	-13	12	7	-1.3
O=C(NC(=S)Nc1ccc(O)cc1)c1ccccc1Cl	16	1	8	3	-3	4	-28	43	5.4
COc1ccc(S(=O)(=O)N2CCCCCC2)cc1NC(=O)Cc1n[nH]c(=O)c2ccccc12	4	-5	14	2	-8	2	19	12	4.0
CCOc1ccc(OCCC(=O)OCC(=O)N2CCN(S(=O)(=O)c3ccc(C)cc3)CC2)cc1	34	-5	4	-2	-5	26	30	23	3.6
COCCCNC(NC(=O)c1ccc(Cl)cc1)C(Cl)(Cl)Cl (stereo not given)	11	5	5	-3	-3	-1	28	2	-1.1
Cc1cc(N/C(=N\S(=O)(=O)c2ccc(F)cc2F)c2ccccc2)no1	3	-6	7	0	-1	9	16	12	0.1
Nc1nccc(/C=C/c2c(Cl)cccc2Cl)n1	24	-16	-5	-2	-2	22	30	26	4.7
CC(C)c1cccc(OCCCCN(C)C)c1	1	-8	2	-2	0	-5	-20	10	-1.2
COc1ccc(CNc2ncc(-c3ccc(Cl)cc3)n2C)c(OC)c1OC	-6	22	9	0	-5	-4	-8	-10	0.8

(list continues)
SMILES	tim10-1 inh	CXCR6 inh	APJ antag	UPR XBP1 act	APJ ag	TIM10 inh	Mdm2 MdmX PPI	tim23-1 inh	UPR CHOP act
CCN1CCN(c2ccc(S(=O)(=O)N3CCCCC3)cc2NC(=O)c2cccc(C)c2)CC1	-7	-2	12	3	-5	3	19	-9	-0.4
COc1ccc(C(=O)OCC(=O)NCCCc2ccccc2)cc1OC	9	-4	-2	-1	-3	-12	21	7	-2.0
Cc1cccc(OC2CCN(Cc3nc(CC4CC4)no3)CC2)c1	13	1	-14	1	2	6	-23	-5	1.7
CCSc1nnc(-c2cc(Br)ccc2N)c(=O)[nH]1	5	3	-16	-1	2	5	-1	3	0.8
CN(C)S(=O)(=O)c1cccc(C(=O)Nc2cc(Cl)cc(Cl)c2)c1	51*	-8	5	-1	3	42*	-3	34	4.8
COc1ccc(Cn2c(=O)[nH]c3cc(C(=O)NCCCN4CCCCCC4)ccc3c2=O)cc1	-10	6	-6	-4	2	-12	16	-30	1.0
COc1ccc([C@H]2CC(=O)C=C(c3ccc(C)cc3)C2)cc1OC	2	-14	1	0	-4	4	-4	26	0.5
O=C(NCc1ccco1)C1(S(=O)(=O)c2ccc(Cl)cc2)CC1	9	-3	5	-1	-2	1	19	3	-0.9
O=C(COc1cccc(F)c1)NNC(=O)Cc1ccc(S(=O)(=O)N2CCOCC2)s1	-6	-3	8	0	0	0	9	-12	-0.3
Cc1nc(C(=O)N(C)C)nn1-c1cc(Cl)cc(Cl)c1	-1	-6	-18	1	-5	0	5	16	-2.8
Cc1cc(Nc2ccccc2Br)n2nc(C)nc2n1	17	3	-1	9	-4	7	-26	21	0.3
COCCCn1cnc2c(c1=O)c1nc3ccccc3nc1n2-c1ccc(C)cc1	15	4	8	-2	0	-2	9	25	0.1
CC(C)(C)NC(=O)C(c1ccc(O)cc1)N(Cc1ccco1)C(=O)Cn1nnc(-c2cccs2)n1 (stereo not given)	18	6	19	-4	-1	13	26	11	0.9
O=S(=O)(c1ccc(Br)s1)N1CCN(CCOc2ccccc2)CC1	15	-4	12	-2	0	16	-11	45	0.8
CCN(CC(=O)NCc1ccc(Cl)cc1)S(=O)(=O)c1ccc(NC(C)=O)cc1	1	-8	8	0	-1	4	3	17	-1.1
COc1cccc(C(C(=O)NC(C)(C)C)N(C(=O)CCC(=O)Nc2cc(C)on2)C2CC2)c1OC (stereo not given)	-2	2	-8	-2	-7	-9	1	12	-1.5
O=C(Nc1cccc2ccccc12)c1ccc([N+](=O)[O-])o1	80*	-18	-24	-4	2	68*	49	78*	1.8
COC(=O)c1ccc(NC(=S)N2CCN(Cc3cccc(C)c3)CC2)cc1	38	-8	6	1	-3	15	12	38	-1.7
CCOC(=O)N1CCC(NC(=O)CS(=O)Cc2nc(-c3ccc(OC)c(OC)c3)oc2C)CC1 (stereo not given)	11	4	3	-1	-2	0	14	11	-1.0
CC(=O)Nc1ccc(S(=O)(=O)c2cc(O)ccc2O)cc1	-14	-3	-32	0	5	0	9	-1	5.4

Structural class, those above with an NH in an aromatic ring
SMILES	tim10-1 inh	CXCR6 inh	APJ antag	UPR XBP1 act	APJ ag	TIM10 inh	Mdm2 MdmX PPI	tim23-1 inh	UPR CHOP act
Cc1csc(NC(=O)CSc2sc3c(O)cc(=O)[nH]c3c2C#N)n1	-18	-3	8	0	-3	8	3	-3	2.8
COc1ccc(S(=O)(=O)N2CCCCCC2)cc1NC(=O)Cc1n[nH]c(=O)c2ccccc12	4	-5	14	2	-8	2	19	12	4.0
CCSc1nnc(-c2cc(Br)ccc2N)c(=O)[nH]1	5	3	-16	-1	2	5	-1	3	0.8
COc1ccc(Cn2c(=O)[nH]c3cc(C(=O)NCCCN4CCCCCC4)ccc3c2=O)cc1	-10	6	-6	-4	2	-12	16	-30	1.0
